# M. tuberculosis: growth inhibition of non-replicating M. tuberculosis (AID 488890); Mycobacterium tuberculosis non-replicating, growth inhibition; higher % means a stronger effect; actives 0.39% (n = 320,000); one-dose inhibition, % at 25 µM; IC50 in µM for titrated hits; in the data active means a potency from the dose series; inconclusive means inhibition mostly from about 82% at the one dose, without a potency; inactive means the rest, 99 in 100 with inhibition below about 76%;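 further: plate controls were DMSO cells for no effect and high antibiotic wells for full effect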
# H37Rv inhibition: M. tuberculosis growth inhibition, HTS (AID 449762); M. tuberculosis H37Rv growth inhibition, 7H9 media; higher % means a stronger effect; one-dose inhibition, % at 25 µM; IC50 in µM for titrated hits; actives 0.59% (n = 330,000); in the data active means a potency from the dose series; inconclusive means inhibition above about 70% without an active follow-up result;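 further: bacterial growth assessed after seven days of incubation; strong numbers were not always called active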
# influenza NS1A: H1N1 influenza NS1A inhibitors, functional cell based assay (AID 504329). inhibition, % at 12.5 µM, or IC50 in µM where a hit was titrated. actives 0.3% (n = 340,000). NS1A functional cell-based assay, percent inhibition; higher % means a stronger effect; in the data active means a potency from the dose series; inconclusive means inhibition above about 27% without an active follow-up result; further: strong numbers were not always called active
# VEEV TC-83 Vero: inhibitors of VEEV TC-83 cytopathic effect, confirmation, Vero cells (AID 588727). inhibition, % at 20 µM; hits with a dose series show IC50 in µM. Vero cells, VEEV TC-83 cytopathic effect inhibition; higher % means a stronger effect. actives 0.13% (n = 350,000); in the data active means a potency from the dose series; inconclusive means inhibition mostly from about 14% at the one dose, without a potency; inactive means the rest, 99 in 100 with inhibition below about 12%; further: strong numbers were not always called active
# Salmonella PhoP GFP: Inhibition of PhoP regulon, Salmonella typhi GFP reporter cells, confirmation, 4 h (AID 1850); Salmonella Typhi PhoP-promoter GFP reporter, fluorescence, 4 h; higher % means a stronger effect; inhibition, % at 50 µM; hits with a dose series show IC50 in µM; actives 0.33% (n = 310,000); in the data active means a potency from the dose series; inconclusive means inhibition mostly from about 25% at the one dose, without a potency; inactive means the rest, 99 in 100 with inhibition below about 19%;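 further: 0% = induced wells with vehicle and 100% = uninduced wells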
# VEEV TC-83 Vero 10K pilot screen: further read-out of VEEV TC-83 Vero, marked with its call; inhibition, %; measured here: 10K pilot screen inhibition
# Starred values were filed as active, the others as inactive; i = inactive; ? = inconclusive; . = not tested or not shown.
# A first look:
SMILES,M. tuberculosis,H37Rv inhibition,influenza NS1A,VEEV TC-83 Vero,Salmonella PhoP GFP,others
CCc1c(C)nc(SCC(=O)c2cccs2)c(C#N)c1C,68%,-4%,-9%,2.4%,-14%,
COc1ccc(CN2C(=O)CC(=O)NC2=S)cc1,-9%,5%,-11%,0.5%,-9%,
O=c1cc2c(nn1Cc1cccc(Cl)c1)-c1ccccc1CC2,34%,4%,4%,0.3%,-22%,
COc1ccc(C2Sc3nncn3N2Cc2ccc(C#N)cc2)cc1 (stereo not drawn),.,-5%,4%,4.2%,3%,
COc1ccc([C@H]2/C=C\CN(C(=O)[C@H](Cc3ccccc3)NC(=O)OCC3c4ccccc4-c4ccccc43)CC(=O)N2Cc2ccc(F)cc2)cc1,19%,-9%,-21%,i,-4%,

# All compounds of this part, repeating the preview:
SMILES,M. tuberculosis,H37Rv inhibition,influenza NS1A,VEEV TC-83 Vero,Salmonella PhoP GFP,others
CCc1c(C)nc(SCC(=O)c2cccs2)c(C#N)c1C,68%,-4%,-9%,2.4%,-14%,
COc1ccc(CN2C(=O)CC(=O)NC2=S)cc1,-9%,5%,-11%,0.5%,-9%,
O=c1cc2c(nn1Cc1cccc(Cl)c1)-c1ccccc1CC2,34%,4%,4%,0.3%,-22%,
COc1ccc(C2Sc3nncn3N2Cc2ccc(C#N)cc2)cc1 (stereo not drawn),.,-5%,4%,4.2%,3%,
COc1ccc([C@H]2/C=C\CN(C(=O)[C@H](Cc3ccccc3)NC(=O)OCC3c4ccccc4-c4ccccc43)CC(=O)N2Cc2ccc(F)cc2)cc1,19%,-9%,-21%,i,-4%,
Nc1c(Cl)c(Cl)nc(C(=O)OCC(=O)NCc2ccccc2)c1Cl,16%,-6%,-17%,2.1%,.,
O=C(CSc1nc2ccccc2n1CCc1ccccc1)NC1CCS(=O)(=O)C1 (stereo not drawn),2%,-9%,-11%,2.7%,-6%,
CN(C)c1ccc(P(=O)(OC2CCCCC2)C(O)c2cccnc2)cc1 (stereo not drawn),9%,-6%,-17%,0.5%,8%,
O=C(N/N=C/c1ccc2c(c1)OCO2)/C(=C/c1ccc2c(c1)OCO2)NC(=O)c1ccccc1,-7%,2%,18%,5.8%,-2%,
Cc1ccc(CNC(=O)c2ccc(N3CCC4(CC3)CC(c3ccccc3)=NO4)c(NC(=O)c3c(Cl)cccc3Cl)c2)cc1,3%,-3%,-20%,3.2%,-2%,
CCOC(=O)c1ccc(NC(=S)NNC(C)(C)C)cc1,-10%,?,.,0.6%,6%,
COc1cc(C(=O)NC(=S)Nc2ccc3c(c2)C(=O)N(C)C3=O)cc(OC)c1OC,11%,17%,-3%,3.2%,5%,
CCOC(=O)c1c(C)n(C)c2ccc(OCC(O)Cn3nc(C)c(Br)c3C)cc12 (stereo not drawn),30%,21%,1%,5.7%,-10%,
Cc1ccc(-c2csc(/C(C#N)=C/Nc3ccccc3SC(F)(F)F)n2)c(C)c1,-7%,21%,2%,0.1%,4%,
CC(=O)c1ccc(NC(=O)C2Cc3ccccc3CN2C(=O)c2ccccc2)cc1 (stereo not drawn),34%,-4%,-4%,9.4%,0%,
COc1ccccc1N1CC(C)(C)C(=O)N(C(=O)c2ccc(Cl)cc2)C1=S,18%,0%,-16%,0.6%,3%,
CCC(=O)N1N=C(c2cccs2)CC1c1ccc(C)cc1 (stereo not drawn),4%,-1%,1%,1.2%,2%,
CCOC(=O)C1CCCCN1Cc1ccc(C(F)(F)F)cc1 (stereo not drawn),8%,-4%,-12%,1.3%,-6%,
CC(OC(=O)Cn1cnc2c1c(=O)n(C)c(=O)n2C)C(=O)NCc1ccccc1 (stereo not drawn),-10%,-2%,-2%,i,-1%,
CCc1ccccc1NC(=O)c1cnccn1,.,.,-6%,1.9%,.,

# 4 compounds from above, sorted by molecular weight, lowest first.
SMILES,M. tuberculosis,H37Rv inhibition,influenza NS1A,VEEV TC-83 Vero,Salmonella PhoP GFP,others
COc1ccc(CN2C(=O)CC(=O)NC2=S)cc1,-9%,5%,-11%,0.5%,-9%,
Nc1c(Cl)c(Cl)nc(C(=O)OCC(=O)NCc2ccccc2)c1Cl,16%,-6%,-17%,2.1%,.,
COc1ccccc1N1CC(C)(C)C(=O)N(C(=O)c2ccc(Cl)cc2)C1=S,18%,0%,-16%,0.6%,3%,
O=C(N/N=C/c1ccc2c(c1)OCO2)/C(=C/c1ccc2c(c1)OCO2)NC(=O)c1ccccc1,-7%,2%,18%,5.8%,-2%,

# New compounds follow
SMILES,M. tuberculosis,H37Rv inhibition,influenza NS1A,VEEV TC-83 Vero,Salmonella PhoP GFP,others
CCOc1cc(/C=N/O)ccc1OCc1ccc([N+](=O)[O-])cc1,58%,20%,-5%,i,0%,
CCCn1c(SCC(=O)Nc2nnc(-c3ccccc3)s2)nnc1-c1ccccn1,21%,-3%,-46%,0.2%,-3%,
CCc1cccc(NC(=O)c2cnn(-c3ccccc3)c2C)c1,77%,4%,-2%,13%,-8%,
COC(=O)C1(C)NC(c2ccc(F)cc2)C2C(=O)N(c3ccc(C)cc3)C(=O)C21 (stereo not drawn),1%,1%,-7%,i,-6%,
CCN1C(=O)CSC1=NC12CC3CC(CC(C3)C1)C2,0%,14%,-2%,i,-6%,
CC1Cc2ccccc2N1C(=O)COC(=O)CSc1ccc(F)cc1 (stereo not drawn),78%,?,-5%,1.2%,5%,
COc1ccccc1CNC(=O)C1CCN(c2nc3ccccc3o2)CC1,-1%,-2%,4%,1.1%,-1%,
CC1CN(C(=O)CCC(=O)N2CCCCC2)c2cc(Cl)ccc2O1 (stereo not drawn),5%,5%,-13%,i,5%,
Cc1cc(C)n(CCc2nc(-c3ccc(C)o3)cs2)n1,52%,1%,7%,1.1%,-2%,
COc1cc(C(=O)Nc2ccc(Br)cc2C(=O)c2ccccc2)cc(OC)c1OC,-2%,-6%,-2%,0.1%,-2%,
CCC1=NNc2cccc3c(OC)ccc1c23,?,?,.,.,-3%,
CCOc1cc(S(=O)(=O)n2cc(-c3ccc(F)cc3)c(N)n2)cc(OCC)c1OCC,22%,-7%,24%,7.0%,-5%,
O=C1[C@@H]2[C@H](C(=O)N1Cc1ccco1)[C@H]1C=C[C@@H]2C1,9%,-11%,5%,3.2%,2%,
CCCOc1ccc(C(=O)Nc2ccc3c(c2)OCCO3)cc1,34%,29%,0%,1.3%,-1%,
CCOc1ccc(Nc2nc(Cc3nnc(SCC(=O)c4ccc(C)c(C)c4)o3)cs2)cc1,-15%,-2%,3%,1.2%,-9%,
CCN1CCCC1CNC(=O)c1cc(COc2ccc(C)c(C)c2)on1 (stereo not drawn),44%,70%,-5%,1.3%,0%,
CC(=O)c1ccccc1OCC(O)CN1CCN(c2ccccn2)CC1 (stereo not drawn),0%,-2%,-19%,0.5%,5%,
Cc1ccc(S(=O)(=O)N2CCOCC2)cc1NC(=O)COC(=O)C1(C)CC1(Cl)Cl (stereo not drawn),11%,11%,-2%,1.2%,.,
CC(Sc1ccccn1)C(=O)NC1CCCC1 (stereo not drawn),30%,-1%,-14%,0.3%,.,
Cc1cc(NC(=O)CN2C(=O)NC3(CCCCC3)C2=O)no1,-2%,1%,3%,i,-4%,
CCOC(=O)C1=C(C)N(CCCC(=O)O)C(=O)NC1c1cc2ccccc2c2ccccc12 (stereo not drawn),-3%,0%,.,.,6%,
CCn1cc(C(=O)NCc2cccs2)c(=O)c2cc(S(=O)(=O)N3CCOCC3)ccc21,1%,1%,.,.,-2%,
O=C(Nc1ccc(Cl)cn1)c1ccc2c(c1)OCCO2,24%,-1%,7%,0.3%,-3%,
CC1CCN(CCCn2c(=S)[nH]c3c(sc4ccc([N+](=O)[O-])cc43)c2=O)CC1,-5%,2%,5%,0.2%,-8%,
Cn1c(=O)cc(N2CCN(C(=O)c3ccco3)CC2)[nH]c1=O,-10%,-5%,-14%,5.1%,-4%,
O=C(Oc1ccc(-c2nnco2)cc1)c1ccc(F)c(S(=O)(=O)N2CCOCC2)c1,-1%,7%,-6%,1.5%,-1%,
Cc1ccc2nc(-c3cccc(Br)c3)cc(C(=O)NCC3CCCO3)c2c1 (stereo not drawn),-5%,1%,4%,?,-2%,
COc1nc(NCCO)nc(Nc2ccccc2F)n1,-4%,-9%,-19%,3.6%,9%,
COc1ccc(OC)c(C(=O)CCCC(=O)c2cc(OC)ccc2OC)c1,38%,6%,-5%,2.0%,-2%,
COc1cccc(N2CCN(CC(=O)NCc3cccs3)CC2)c1,18%,2%,-5%,4.9%,-10%,
Nc1ccc(-c2nc3ccc([N+](=O)[O-])cc3[nH]2)cc1,0%,-8%,17%,8.7%,-5%,
O=C(CN1CCN(C(=O)c2cccc(-n3cnnn3)c2)CC1)Nc1ccccc1Cl,-1%,0%,-6%,8.8%,.,
O=C1N[C@H]2CC=C[C@H]2N(Cc2cccs2)c2ccccc21,.,.,-22%,i,.,
CCOc1ccc2c(c1)nc(NCCCO)n2Cc1ccccc1,-6%,8%,-8%,i,-1%,
O=C(NCc1ccccc1)C1=C[C@@H](c2coc3ccccc3c2=O)C[C@@H](OCc2ccc(CO)cc2)O1,15%,2%,10%,3.1%,-1%,
COC(=O)c1c(C)oc2cc(Br)c(OCC(=O)C(C)(C)C)cc12,2%,11%,-8%,i,1%,
Cc1ccc(/C=N/N(C)C2=NS(=O)(=O)c3ccccc32)o1,-1%,3%,.,.,-5%,
Cc1c(/C=N/Nc2ccc(F)cc2)c(O)n(C)c(=O)c1C#N,35%,?,-1%,0.9%,-3%,
CC(C)(C)c1ccc2c(c1)OC(C(=O)N/N=C\c1ccncc1)CO2 (stereo not drawn),.,5%,-17%,6.2%,3%,
O=C1/C(=N\O)Cc2ccccc21,2%,-8%,-6%,0.7%,-15%,
CC(=O)Nc1ccc(NC(=O)c2cc(=O)c3cc(C)c(C)cc3o2)cc1,3%,13%,11%,3.2%,-6%,
CC1CCN(S(=O)(=O)N2CCC(C(=O)N3CCC(N(C)CC4CCCO4)CC3)CC2)CC1 (stereo not drawn),-7%,-8%,-14%,0.7%,11%,VEEV TC-83 Vero 10K pilot screen=0.7
NC(=O)CC(NC(=O)Cc1ccc(Br)cc1)c1ccc(NCCc2cccc(F)c2)c([N+](=O)[O-])c1 (stereo not drawn),-8%,-12%,-1%,0.1%,7%,
CCOC(=O)C1=C(C)N(CCCC(=O)O)C(=O)NC1c1ccc(Br)cc1 (stereo not drawn),1%,-1%,.,.,-1%,
COc1ccc(CNc2ccc(C)c(C)c2)cc1,46%,7%,3%,0.1%,4%,
Cc1cc(OC(C)C(N)=O)nc(-c2ccccc2)n1 (stereo not drawn),-11%,-2%,5%,0.2%,5%,
CCOC(=O)C1=C(N)OC(C)=C(C#N)C1c1ccco1 (stereo not drawn),7%,-7%,-3%,0.5%,-2%,
COc1ccccc1CN1CCN(Cc2cc(OC)c(OC)cc2OC)CC1,58%,-2%,5%,i,0%,
COc1cccc2c1-c1c(O)cccc1C2=O,59%,6%,-13%,0.3%,-1%,
CCOC(=O)/C(=N\Nc1cccc(Cl)c1)Sc1nnc(-c2ccc(OC)cc2)n1C,8%,7%,-4%,1.0%,-4%,
Cc1ccc(Cl)c(NC(=O)COC(=O)C2CCC2)c1Cl,8%,1%,-16%,0.5%,-1%,
CCOC(=O)C1(Cc2ccccc2C)CCCN(Cc2cc(OC)c(O)c(OC)c2)C1 (stereo not drawn),16%,4%,-15%,i,-13%,
CCC(CC)C(=O)Nc1cccc(C(=O)NCCc2ccc(S(N)(=O)=O)cc2)c1,12%,1%,-5%,i,-10%,
CCn1c(SCC(N)=O)nnc1-c1ccc(OC)c(OC)c1,-3%,1%,2%,1.7%,-1%,
CCC(=Nc1ccc(OC)cc1OC)c1c(O)n(C2CCCCC2)c(=O)[nH]c1=O,37%,-5%,5%,3.8%,-2%,
COc1ccc(/C=C\c2nc(=O)c3ccccc3o2)cc1,.,.,10%,20µM*,.,
O=C(NCCC1CCCCN1S(=O)(=O)c1ccc(F)cc1)C(=O)NC1CC1 (stereo not drawn),10%,-5%,-9%,1.4%,-6%,
O=C(CSc1nc2ccc(Nc3nc(N4CCOCC4)nc(N4CCOCC4)n3)cc2s1)Nc1ccccc1F,-6%,7%,-3%,8.6%,1%,
COc1cc(CNC23CC4CC(CC(C4)C2)C3)ccc1OCc1ccccc1,74%,?,-2%,i,-2%,
COc1ccccc1NC(=O)Nc1nnc(Cc2ccc(F)cc2)s1,7%,7%,-13%,1.9%,-8%,
CS(=O)(=O)C1=NN2C(=N)/C(=C\c3ccc(OCCOc4ccccc4)cc3)C(=O)N=C2S1,48%,?,-10%,1.5%,3%,
CCOC(=O)Cn1c(CN2CC(C)OC(C)C2)nc2c1c(=O)n(C)c(=O)n2C (stereo not drawn),10%,-11%,-2%,0.2%,-2%,

# Assay outcomes from PubChem.
